Screens (PubChem BioAssay)
M. tuberculosis HTS – M. tuberculosis growth inhibition, HTS (AID 449762); inhibition, % at 25 µM, or IC50 in µM where a hit was titrated; actives 0.59% (n = 330,000); M. tuberculosis H37Rv growth inhibition, 7H9 media; higher % means a stronger effect; in the data active = a potency from the dose series; inconclusive = inhibition above about 70% without an active follow-up result;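 note: bacterial growth assessed after seven days of incubation; strong numbers were not always called active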
PhoP GFP inhibition – Inhibition of PhoP regulon, Salmonella typhi GFP reporter cells, confirmation, 4 h (AID 1850) | Salmonella Typhi PhoP-promoter GFP reporter, fluorescence, 4 h; higher % means a stronger effect | inhibition, % at 50 µM, or IC50 in µM where a hit was titrated | actives 0.33% (n = 310,000); in the data active = a potency from the dose series; inconclusive = inhibition mostly from about 25% at the one dose, without a potency; inactive = the rest, 99 in 100 with inhibition below about 19%;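 note: 0% = induced wells with vehicle and 100% = uninduced wells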
influenza NS1A – H1N1 influenza NS1A inhibitors, functional cell based assay (AID 504329). NS1A functional cell-based assay, percent inhibition; higher % means a stronger effect. inhibition, % at 12.5 µM, or IC50 in µM where a hit was titrated. actives 0.3% (n = 340,000); in the data active = a potency from the dose series; inconclusive = inhibition above about 27% without an active follow-up result; note: strong numbers were not always called active
VEEV TC-83 Vero – inhibitors of VEEV TC-83 cytopathic effect, confirmation, Vero cells (AID 588727); actives 0.13% (n = 350,000); inhibition, % at 20 µM, or IC50 in µM where a hit was titrated; Vero cells, VEEV TC-83 cytopathic effect inhibition; higher % means a stronger effect; in the data active = a potency from the dose series; inconclusive = inhibition mostly from about 14% at the one dose, without a potency; inactive = the rest, 99 in 100 with inhibition below about 12%; note: strong numbers were not always called active
tuberculosis growth – growth inhibition of non-replicating M. tuberculosis (AID 488890). Mycobacterium tuberculosis non-replicating, growth inhibition; higher % means a stronger effect. inhibition, % at 25 µM, or IC50 in µM where a hit was titrated. actives 0.39% (n = 320,000); in the data active = a potency from the dose series; inconclusive = inhibition mostly from about 82% at the one dose, without a potency; inactive = the rest, 99 in 100 with inhibition below about 76%;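 note: plate controls were DMSO cells for no effect and high antibiotic wells for full effect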
VEEV TC-83 Vero 10K pilot screen – second read-out of VEEV TC-83 Vero, no call of its own (marks repeat the call); inhibition, %; measured here: 10K pilot screen inhibition
Numbers without * were called inactive; i = inactive; ? = inconclusive; · = no result given. Compounds as they come (roughly 1.5% active in at least one column).

SMILES | M. tuberculosis HTS | PhoP GFP inhibition | influenza NS1A | VEEV TC-83 Vero | tuberculosis growth | others
O=C(CNS(=O)(=O)c1ccccc1)N/N=C\c1ccc(Cl)cc1 | -11% | -1% | -9% | 2.9% | 12%
COc1ccc(S(=O)(=O)N2CCN(C3CCN(Cc4ccccc4)CC3)CC2)cc1 | 2% | 18% | -5% | 0.1% | 15%
O=C(/C=C/c1ccc2c(c1)OCO2)NCc1ccncc1 | -2% | 8% | -16% | 1.9% | 3%
COc1ccc(C2=NCCn3c2c2ccc(C(F)(F)F)cc2[n+]3[O-])cc1 | 69% | -2% | -1% | 0.3% | 58% | VEEV TC-83 Vero 10K pilot screen=1.7
O=S(=O)(NCc1c(Cl)cccc1Oc1ccccc1)c1ccccc1 | 12% | 2% | 8% | 1.9% | 17%
CCc1cc(Br)ccc1NC(=S)NCCc1ccccc1 | -2% | -5% | -6% | 4.8% | ?
COc1cc(C2CC(=O)N(CC(=O)NCC3CCCO3)c3ccccc3S2)cc(OC)c1OC (centres undefined) | 3% | -5% | 5% | 0.9% | 8%
CS(=O)(=O)N1CCN(C(=O)Cc2ccc([N+](=O)[O-])cc2)CC1 | 11% | 5% | 7% | 0.6% | 24%
CCc1sc(C(=O)NC)cc1Br | 3% | -8% | 6% | 2.3% | 0%
CC(C)(C)C(=O)Nc1ccccc1C(=O)NCCCn1ccnc1 | 3% | 4% | -4% | 1.7% | -12%
COc1cccc2sc(/N=C/N(C)C)nc12 | -6% | 8% | -3% | 0.3% | -12%
Cc1ccc2[nH]c(=O)c(C(c3nnnn3Cc3ccccc3)N3CCc4ccccc43)cc2c1 (centres undefined) | 0% | -10% | -3% | i | 27%
O=c1c2ccccc2nc2ccc(NCc3cccs3)nn12 | 0% | -2% | -3% | 4.0% | 17%
O=S(=O)(Nc1c(F)cccc1F)c1ccc(Cl)nc1 | 11% | 3% | 6% | 0.3% | -19%
Cc1ccc(C(=O)Nc2cccc3ccccc23)cc1 | ? | -5% | 3% | 1.4% | ?
Cc1nn(-c2ccccc2)c(C)c1C(=O)OCC(=O)N(C)c1c(N)n(Cc2ccccc2)c(=O)[nH]c1=O | -4% | -2% | -3% | 6.2% | 2%
O=C(NNC(=O)c1cc(-c2ccccc2)nc2ccccc12)Nc1cccc(Cl)c1 | ? | 3% | -4% | 7.5% | -3%
O=C(c1cccc([N+](=O)[O-])c1)c1ccc2c(c1)C(=O)N(c1c[nH]c(=O)[nH]c1=O)C2=O | 2% | 4% | · | · | -3%
CCCCNc1nc2c(-c3ccccc3)nnn2c2ccccc12 | 0% | 8% | 15% | 0.1% | 0%
Brc1ccc(Cn2c(-c3ccc(Br)o3)nc3ccccc32)o1 | · | · | -2% | 0.6% | ·
O=C(COc1cccc2ccccc12)N/N=C/C=C/c1ccccc1 | 7% | -3% | -4% | 1.6% | 12%
CCOC(=O)NCC(C)(C)CNC(=O)OCC | 2% | 3% | -2% | 1.6% | -3%
CCCn1c(SCC(=O)Nc2nnc(CC)s2)nnc1-c1ccco1 | 1% | 4% | 2% | 1.1% | 75%
Cc1ccc(OCCn2c(=O)sc3ccccc32)cc1 | 14% | 2% | -4% | 4.9% | 52%
O=C(O)c1cc(-c2cccc([N+](=O)[O-])c2)n[nH]1 | 7% | -12% | -1% | 1.0% | -6%

Brought forward from above: five compounds; new compounds follow.
SMILES | M. tuberculosis HTS | PhoP GFP inhibition | influenza NS1A | VEEV TC-83 Vero | tuberculosis growth | others
O=C(COc1cccc2ccccc12)N/N=C/C=C/c1ccccc1 | 7% | -3% | -4% | 1.6% | 12%
CCOC(=O)NCC(C)(C)CNC(=O)OCC | 2% | 3% | -2% | 1.6% | -3%
CCCn1c(SCC(=O)Nc2nnc(CC)s2)nnc1-c1ccco1 | 1% | 4% | 2% | 1.1% | 75%
Cc1ccc(OCCn2c(=O)sc3ccccc32)cc1 | 14% | 2% | -4% | 4.9% | 52%
O=C(O)c1cc(-c2cccc([N+](=O)[O-])c2)n[nH]1 | 7% | -12% | -1% | 1.0% | -6%
CCn1cc(C(=O)NCc2ccco2)c(=O)c2ccc(C)nc21 | 2% | -3% | 21% | 0.6% | -3%
COc1ccccc1C(=O)Nc1cc2c(cc1C(=O)O)OCCCO2 | 6% | 0% | 12% | 0.6% | 21%
COC(=O)c1nn(-c2ccc(OC)cc2)c(=O)cc1Oc1cccc(Cl)c1 | -10% | 0% | -1% | i | 2%
CCOC(=O)C1(CC2CCCCO2)CCN(C(=O)Nc2ccccc2SC)CC1 (centres undefined) | -6% | 6% | -1% | 0.7% | -7%
O=C1c2cc(N3CCCC3)c([N+](=O)[O-])cc2C(=O)N1c1ccccc1 | -2% | 0% | 1% | 1.4% | -20%
Cc1cc(C([O-])=C(C(=S)Nc2ccc(F)cc2)[n+]2ccccc2)c(C)n1-c1ccc(F)cc1 | · | · | 22% | i | ·
COc1ccc(C2C(C#N)=C(N)OC(C(C)(C)C)=C2C#N)cc1OC (centres undefined) | 4% | -1% | -20% | 2.3% | 0%
COCCN(Cc1ccccc1)C(=O)c1cccc(S(=O)(=O)N2CCCc3ccccc32)c1 | -4% | · | -14% | 6.2% | 23%
CN(Cc1ccc(Cl)s1)C(=O)CNC(=O)CNC(=O)c1ccc(Cl)cc1Cl | 0% | · | 0% | 3.2% | 7%
CN(Cc1ccon1)C(=O)CC1C(=O)NCCN1Cc1ccc(Cl)c(F)c1 (centres undefined) | 4% | -4% | 1% | 2.0% | 14%
O=S(=O)(NCc1ccccc1)c1ccc(-c2cnc(C3CC3)o2)cc1 | 3% | 1% | -6% | i | -14%
Cc1cccc(OCCn2c(=O)n(C)c3ccccc32)c1 | 3% | 7% | 2% | 2.0% | ·
COc1ccc(N2CCN(C(=O)c3cccnc3SCc3cccc(Br)c3)CC2)cc1 | 29% | 11% | 9% | 6.4% | 8%
CCOC(=O)c1c(-c2ccccc2)oc2ccc(OCC(=O)O)cc12 | -2% | -9% | -2% | i | 60%
Cc1c(NC(=O)C2CCN(S(=O)(=O)c3cccs3)CC2)c(=O)n(-c2ccccc2)n1C | 1% | -19% | 2% | i | 1%
Cc1ccc(CN(C)C(=O)c2ccc(S(=O)(=O)N3CCCCCC3)cc2)o1 | · | · | -2% | 7.8% | ·
CCN(CC(=O)Nc1c(F)cccc1F)C(=O)c1cccc(-n2cccc2)c1 | -3% | 3% | 5% | 4.6% | -10%
Cn1nccc1CNC(=O)c1ccnn1C | -4% | -4% | -11% | 2.0% | -4%
COc1ccc(-c2nc(C)c(C(C)=O)n2O)cc1OC | 0% | -5% | -12% | 3.4% | 4%
Cc1ncccc1C(=O)N1CCCC(CNC(=O)C2(c3ccc(Cl)cc3)CC2)C1 (centres undefined) | -3% | 5% | 12% | 0.1% | 4%
Cc1cc(=O)oc2cc(NC(=O)c3cc4ccccc4o3)ccc12 | -1% | 5% | · | · | -6%
CCCNc1nc(Cl)nc(NC(C)(C)C)n1 | 1% | -17% | -5% | 1.9% | 0%
CC(=O)NCC(=O)OCN1C(=O)c2ccccc2C1=O | -1% | -1% | -3% | i | -7%
O=C(N/N=C/c1cc([N+](=O)[O-])ccc1Cl)c1cnccn1 | 70% | 3% | 1% | 9.2% | 36%
Cc1snc(SCC(=O)c2ccc([N+](=O)[O-])cc2)c1C#N | · | · | 4% | 7.8% | ·
More records follow:
SMILES | M. tuberculosis HTS | PhoP GFP inhibition | influenza NS1A | VEEV TC-83 Vero | tuberculosis growth | others
COC(=O)C1=C(N)Oc2cc(C)n(Cc3cccnc3)c(=O)c2C1c1cc(OC)ccc1OC (centres undefined) | 4% | -19% | 1% | 0.3% | -7% | VEEV TC-83 Vero 10K pilot screen=0.5
CCN(CC(=O)Nc1ccc(C(=O)OC)cc1)C1CCCCC1 | 5% | 25% | 8% | 0.8% | 7%
COc1ccc(S(=O)(=O)N(C)CC(=O)NCc2ccc3c(c2)OCO3)cc1 | -6% | -1% | 7% | i | -4%
CCOc1ccc(CCNC(=O)CS(=O)Cc2nc(-c3ccc(C)cc3)oc2C)cc1OCC (centres undefined) | 6% | 4% | -4% | 0.4% | 31%
COC(=O)CCC/C=C1\SC[C@@H](NC(=O)c2ccccc2)C1NC(C)=O (some centres undefined) | 0% | -4% | -1% | i | 1%
CC1CCCN(S(=O)(=O)c2ccc(NC(=O)Cn3nnc(-c4ccccc4F)n3)cc2)C1 (centres undefined) | 4% | 7% | -3% | 1.2% | 47%
COc1ccc(N2CCN(S(C)(=O)=O)CC2)cc1 | 10% | 3% | -1% | 2.4% | 5%
C/C(=N\NC(=O)c1c[nH]c2ccccc12)c1ccc(C)s1 | 6% | -6% | -5% | 3.6% | -13%
O=C(c1cc(Br)ccc1Cl)N1CCN(c2ccccn2)CC1 | 7% | 4% | -3% | 0.3% | 9%
Cc1nc(NC(=O)c2cccc(-c3cc4ccccc4oc3=O)c2)ccc1Br | -4% | -3% | 2% | 0.9% | -8%
O=C(CSc1ccc(S(=O)(=O)N2CCOCC2)cn1)Nc1ccc(F)c(F)c1 | -9% | · | -1% | 0.9% | -6%
O=[N+]([O-])c1ccc(-c2nc(Nc3ccc(O)cc3)c3ccccc3n2)cc1 | 13% | 1% | -9% | 0.9% | 8%
CCN1CCN(c2ncnc3scc(-c4ccc(OC)cc4)c23)CC1 | -1% | 13% | -10% | i | 8%
Cc1oc(-c2cccs2)nc1CS(=O)CC(=O)NC1CCCCCC1 (centres undefined) | 2% | -5% | 0% | i | 45% | VEEV TC-83 Vero 10K pilot screen=0.9
O=C(O)CN1CCCCCC1=O | 1% | 7% | -7% | 0.5% | 1%
CCn1c(CCn2ccnc2C)n[nH]c1=S | -6% | -12% | -4% | 1.0% | 5%
CCN(CC(=O)NCc1ccc(Cl)cc1)C(=O)COc1cccc(Cl)c1 | -2% | 5% | -3% | 8.0% | 33%
CCc1nc(SCC(=O)Nc2c(C)n(C)n(-c3ccccc3)c2=O)n[nH]1 | -5% | 2% | -3% | 1.0% | 0%
O=C(Nc1ccnn1C1CCN(C2CCCC2)CC1)c1ccccc1 | 10% | -7% | -7% | 0.6% | 14%
O=C(CSc1nnc(-c2ccncc2)o1)c1ccc2c(c1)OCCO2 | 10% | 0% | -8% | i | 38%
O=C(COc1ccc(S(=O)(=O)N2CCOCC2)cc1)Nc1ccccc1C(F)(F)F | 0% | -5% | 7% | 0.4% | 31%
Cc1ccsc1C(=O)OCC(=O)NC1CCS(=O)(=O)C1 (centres undefined) | 9% | -6% | 10% | 1.1% | -3%

An excerpt from further up, for reference:
SMILES | M. tuberculosis HTS | PhoP GFP inhibition | influenza NS1A | VEEV TC-83 Vero | tuberculosis growth | others
COC(=O)C1=C(N)Oc2cc(C)n(Cc3cccnc3)c(=O)c2C1c1cc(OC)ccc1OC (centres undefined) | 4% | -19% | 1% | 0.3% | -7% | VEEV TC-83 Vero 10K pilot screen=0.5
CCN(CC(=O)Nc1ccc(C(=O)OC)cc1)C1CCCCC1 | 5% | 25% | 8% | 0.8% | 7%
COc1ccc(S(=O)(=O)N(C)CC(=O)NCc2ccc3c(c2)OCO3)cc1 | -6% | -1% | 7% | i | -4%
